Screening data (PubChem)
GAA glycogen: inhibitors or activators of human alpha-glucosidase glycogen cleavage. AID 2100. P10253. recombinant GAA, glycogen substrate, Amplex Red glucose oxidase fluorescence. Potency, µM (top dose mostly 76.4 µM), inactives show top-dose activity change, negative = inhibition, most hits filed as inhibitors. 0.38% of 300,000 active;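 also: 0% = full enzyme reaction and -100% = no-enzyme basal signal; the screen sought inhibitors and activators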
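Recombinant enzyme (4 nM final) with compounds titrated up to 77 uM and bovine liver glycogen (30 ug) in citrate pH 5.0, 0.01% Tween-20, 37 C 40 min. Released glucose detected by Amplex Red/glucose oxidase (Ex 573/Em 610); AC50 from Hill fits.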
GAA inh: alpha-glucosidase (human) inhibition; P10253; purified human GAA, 4-MU-alpha-glucoside fluorescence; Potency, µM (top dose mostly 76.9 µM), inactives show top-dose activity change, negative = inhibition, most hits filed as inhibitors; 0.005% of 200,000 active; AID 1466;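 also: plate controls were uninhibited enzyme wells for no effect and no-enzyme background for full effect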
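qHTS format, compound range up to 77 uM. Human lysosomal enzyme at 4 nM, 400 uM 4-MU glucoside substrate, pH 5.0, 20 min room temperature; fluorescence after alkaline stop gives activity normalized to controls.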
aGlu spleen mod: inhibitors or activators of human alpha-glucosidase in spleen homogenate; Potency, µM (titrated, usually from 79.9 µM), inactives show at the highest dose activity change, negative = inhibition, actives largely listed as inhibitors; 0.006% of 240,000 active; P10253; human spleen homogenate, 4-MU-alpha-glucoside fluorescence;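 also: 0% = enzyme with vehicle and -100% = no enzyme basal signal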
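Enzyme source: human spleen homogenate, 1 ug/well. Buffer 50 mM citric acid/K phosphate pH 5.0, 0.01% Tween-20. 4-MU-alpha-glucoside 1 mM; 37 C x 40 min; NaOH/glycine stop; fluorescence.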
Tau fluor counter: counter-screen for tau fibril formation inhibitors | tau K18 P301L Alexa594 fluorescence, heparin fibrillization | Potency, µM (doses to about 57.7 µM), for the others: at the top dose activity change, negative = decrease | 0.93% of 280,000 active | AID 1463; also: % is scaled to controls: 0 for no effect and ±100 for the full control effect; nearly all actives have a fitted effect of over 55% in size
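Human K18 P301L tau (15 uM unlabeled plus 0.24 uM Alexa 594-labeled, final) in 100 mM sodium acetate pH 7 was mixed with compound and 20 uM heparin and incubated 6 hr at 37 C.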
Tau ThT inhib: blocks human tau fibril formation measured by thioflavin T; AID 1460; 2.1% of 270,000 active; recombinant tau K18 P301L (four-repeat tau fragment), heparin-induced fibrillization, ThT fluorescence; Potency, µM (highest dose often 57.4 µM), for inactives: at the highest dose activity, negative = inhibition, actives largely listed as inhibitors; also: % is scaled to controls: 0 for no effect and ±100 for the full control effect; nearly all actives have a fitted effect of over 55% in size
Target sequence (P10636 561-689 P618L limits assumed): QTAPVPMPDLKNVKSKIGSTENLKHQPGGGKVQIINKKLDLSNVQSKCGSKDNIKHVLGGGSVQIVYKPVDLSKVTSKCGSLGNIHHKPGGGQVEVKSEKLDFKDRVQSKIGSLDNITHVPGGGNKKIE
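Heparin-induced (20 uM) aggregation of recombinant human K18 P301L tau, 15 uM unlabeled with 0.24 uM labeled, pH 7 acetate buffer, 6 hr at 37 C with compound. Fibrils quantified by 30 uM ThT fluorescence after 1 hr ambient incubation.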
aGal spleen mod: inhibits or activates alpha-galactosidase in human spleen homogenate | human spleen homogenate, 4MU-alpha-Gal fluorescence, 40 min | Potency, µM (series often up to 80 µM), without a hit: at the top dose activity change, negative = inhibition, hits mostly inhibitors | 0.008% of 240,000 active | AID 2107;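 also: 0% = enzyme with vehicle and -100% = no enzyme basal signal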
Target sequence (P06280 32-429 limits assumed): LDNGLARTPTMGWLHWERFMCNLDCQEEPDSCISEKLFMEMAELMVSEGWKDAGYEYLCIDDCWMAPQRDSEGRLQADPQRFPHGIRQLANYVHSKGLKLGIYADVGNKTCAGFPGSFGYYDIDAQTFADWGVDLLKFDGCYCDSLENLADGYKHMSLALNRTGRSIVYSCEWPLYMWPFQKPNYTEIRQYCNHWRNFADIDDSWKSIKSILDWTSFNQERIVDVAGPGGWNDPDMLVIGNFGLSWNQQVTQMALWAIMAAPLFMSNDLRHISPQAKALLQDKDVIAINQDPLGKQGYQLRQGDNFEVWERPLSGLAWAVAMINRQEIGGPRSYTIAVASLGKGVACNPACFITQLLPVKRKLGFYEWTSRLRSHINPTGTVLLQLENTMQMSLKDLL
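Spleen homogenate 1 ug + cpd (titration) + 4-MU-alpha-D-galactopyranoside 1 mM; 37C 40 min; 50 mM citrate/phosphate pH 5.0, 0.01% Tween-20; stop pH 10; fluorescence 365/440; AC50 via Hill.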
HTT ATP protect: Huntington cell model cytoprotection by ATP luminescence | 0.14% of 230,000 active | PC12 HTT-Q103 induced, cytoprotection, ATP luminescence, 40 h | Potency, µM (titrated, usually from 56.4 µM), for the others: cytoprotection (ATP increase), usual class: activators;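 also: % of control where 0% means no effect; nearly all actives have a fitted effect of over 45% in size; toxic huntingtin expression switched on by the ecdysone agonist tebufenozide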
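Cells were plated at 1500 per well in phenol red-free DMEM with 5% equine and 5% calf serum. Tebufenozide (100 nM final) and compounds were added, then ATPlite reagent, and luminescence was read.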
Tau fibril FP: tau fibrillization inhibition (FP) | P10636 | K18 P301L tau heparin fibrillization, Alexa594 FP, 6 h | Potency, µM (titrated, usually from 57.7 µM), for inactives: at the top dose activity, negative = inhibition, most hits filed as inhibitors | 0.39% of 280,000 active | AID 1468; also: % is scaled to controls: 0 for no effect and ±100 for the full control effect; nearly all actives have a fitted effect of over 55% in size
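Compound effects on tau fibrillization are measured by Alexa 594 fluorescence polarization (ex 555, em 632 nm). K18 P301L tau is used at 15 uM with 0.24 uM labeled tracer, and 20 uM heparin induces aggregation over 6 hr at 37 C.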
* = called active by the depositor; ? = inconclusive; nt = no result given; [ ] = dose if it differs, or a comment. Calls follow the shape of the dose curve; as a rule, active = well fitted curve in the direction sought with a large enough effect; inconclusive = small, poorly fitted or top-dose-only effect, or another doubt; inactive = no such curve, though single readings can be large; an effect the other way counts as inactive or inconclusive. Potency is read from the fitted curve at half-maximal effect.

SMILES	GAA glycogen	GAA inh	aGlu spleen mod	Tau fluor counter	Tau ThT inhib	aGal spleen mod	HTT ATP protect	Tau fibril FP
COc1ccc(NC(=O)CSc2nnc(CN3CCOCC3)n2-c2ccccc2)cc1Cl	1.8%	-7.5%	-9.9%	-7.7%	-2.7%	7.4%	-12.3%[0.074 µM]	3.6%
Cc1cc2c(cc3c(SCC(=O)Nc4cccc(Cl)c4C)nnc(C)n32)o1	-8.2%[76.3 µM]	nt	nt	-15.7%	?	nt	nt	-6.8%
C=C(C)CSc1nnc2n(Cc3ccccc3)c(=O)c3c4c(sc3n12)CCC4	7.7%	-8.6%	-3.0%	-9.7%	-13.4%	-6.8%	-4.7%	-1.5%
COCCNC(=O)NC(=O)COC(=O)c1ccc2[nH]c3c(c2c1)CCCC3	0.4%	-11.5%	5.4%	-27.8%	?	7.0%	-41.5%[inhibitor]	11.4%
O=C(CSc1nnc(SCc2cccc3ccccc23)s1)Nc1ccc(C(=O)O)cc1	5.0%	1.5%	5.4%	6.9%	4.4%	0.8%	-26.7%	5.4%
O=c1[nH][nH]c(-c2ccccc2)c1C=Nc1cccc(Cl)c1	10.9%	-1.1%	-4.6%	-4.5%	-12.6%	-1.8%	-4.4%	-2.8%
O=C1N/C(=N\N=C\c2cccnc2)SC1Cc1ccc(SC(F)F)cc1 (stereo not drawn)	0.6%	?	-2.8%	-7.4%	-11.3%	4.3%	-68.1%[inhibitor][10 µM]	-0.4%
COc1cccc(NC(=O)N2CCN(c3cccc(C)c3C)CC2)c1	1.9%	-10.4%	-5.6%	-16.1%	?	6.3%	-25.3%[10 µM]	1.8%
c1ccc(Oc2cccc(CN3CCCCC3)c2)cc1	2.8%	0.7%	-11.0%	-3.6%	-8.4%	0.8%	5.7%	3.2%
COc1cccc2c(=O)n(CC(=O)N3CCC(C)CC3)ccc12	-5.9%	-14.2%	-9.2%	0.4%	-0.2%	-1.0%	-18.3%[10 µM]	-0.8%
CCCS(=O)(=O)c1c(S(=O)(=O)CCC)c2ccc(C(N)=O)cn2c1C(=O)OC	1.5%	9.2%	1.5%	-2.0%	-1.4%	2.9%	-45.2%[inhibitor]	-3.8%
CS(=O)(=O)Nc1ccc(S(=O)(=O)N2CCCC2)cc1	7.5%	5.6%	-0.9%	-9.5%	-8.2%	-7.1%	11.7%[10 µM]	0.9%
O=C(c1nn2c(C(F)(F)F)cc(-c3ccco3)nc2c1Br)N1CCCc2ccccc21	-4.3%	?	-12.9%	?	?	-13.1%	-10.4%[10 µM]	?
COc1ccc(OC)c(S(=O)(=O)NC(C)(C)C)c1	4.2%	-12.6%	-11.6%	-6.5%	-4.6%	3.1%	20.4%	-1.6%
COc1nc(OC)nc(N2CCC(C(=O)Nc3cccc4ccccc34)CC2)n1	0.3%	0.5%	-13.9%	-8.8%	-16.6%	-17.1%	-3.3%[10 µM]	-0.5%
CC(C(=O)O)N1C(=O)CSc2ncccc21 (stereo not drawn)	3.7%	3.5%	0.1%	-9.2%	-9.1%	-0.1%	0.9%	6.7%
O=C(Nc1nnc(C2CC2)s1)c1cc(S(=O)(=O)N2CCCCC2)ccc1N1CCOCC1	-15.1%	nt	3.7%	7.6%	6.2%	6.5%	-2.1%[10 µM]	-1.4%
CCOc1ccc(OCC)c(NC(=O)c2[nH]c(C)c(C(C)=O)c2C)c1	9.0%	-3.5%	-5.5%	-8.7%	-7.4%	5.5%	12.7%	0.5%
O=C(CC1COc2ccccc2O1)Nc1ccccn1 (stereo not drawn)	0.3%	-1.5%	-3.7%	-5.1%	-3.5%	-3.7%	-6.5%	-0.2%
CC(=O)Nc1ccc2nc(SCC(=O)Nc3ccc(N4CCOCC4)c(Cl)c3)sc2c1	-3.2%	6.9%	-0.7%	?	?	10.4%	20.9%	3.0%
O=C(NCc1ccccc1)c1ncn[nH]1	1.9%	nt	-6.9%	-2.1%	nt	-2.1%	-9.5%[10 µM]	-5.8%
COc1ccc(N/N=C(/C#N)S(=O)(=O)C(C)(C)C)cc1	-2.5%	-6.5%	-0.8%	-1.3%	-3.0%	-2.9%	-13.3%	0.1%
Nc1nc(COc2ccc3ccccc3c2)cs1	3.2%	-15.4%	-6.2%	-12.1%	-6.6%	2.8%	-28.1%	10.6%
COc1cccc(/C=C/C(=O)Nc2ccccc2N2CCOCC2)c1	5.9%	-6.5%	8.2%	-18.5%	-7.4%	13.8%	-92.8%[inhibitor]	-0.8%
Cc1nn(C)c(C)c1NC(=O)/C(C#N)=C\N(C)C	2.9%	nt	3.7%	-8.7%	-8.8%	-1.6%	20.9%[10 µM]	-2.1%
COC(=O)CN1C(=O)C2(C(C#N)=C(N)Oc3ccccc32)C2=C1CC(C)(C)CC2=O (stereo not drawn)	-10.8%	?	2.5%	-9.7%	-10.9%	1.4%	-0.5%	-5.7%
O=C(CCC(=O)N1CCN(S(=O)(=O)c2ccccc2)CC1)NC1CCCc2ccccc21 (stereo not drawn)	1.6%	?	-21.9%	0.2%	6.6%	-2.6%	-15.0%	-4.4%
CC1=Nc2cc(C(=O)NCCCOC(C)C)ccc2Sc2ccc(C)cc21	-4.1%	-3.0%	-6.5%	-9.2%	-14.8%	-2.5%	-127.2%[inhibitor]	6.6%
CC(C)Oc1ccc(C(=O)NC(C)(C)CO)cc1	4.6%	2.5%	-12.3%	-7.7%	-12.3%	-0.5%	4.1%	-4.6%
O=C(Nc1ccc2c(c1)OCCO2)c1ccoc1	1.5%	nt	-8.7%	-0.3%	-7.0%	-0.5%	1.1%[10 µM]	3.2%
CCN(CC)CCOC(=O)c1cccc(Cl)c1	0.5%	-3.9%	1.0%	-1.3%	0.6%	2.7%	-27.7%[10 µM]	1.4%
CC1Cc2ccccc2N1C(=O)C1CCCN1S(=O)(=O)c1ccc(Cl)cc1 (stereo not drawn)	12.3%	-1.0%	4.9%	0.6%	-10.3%	-2.0%	-11.6%	-1.2%
Cc1cccc(C)c1-n1c(C)nn(CC2CC2)c1=O	-3.7%	6.4%	nt	1.4%	2.5%	-4.5%	-53.0%[inhibitor][10 µM]	3.3%
CN(C)S(=O)(=O)c1cccc(-c2nn(-c3ccccc3)cc2/C=C(\C#N)c2nc3ccccc3[nH]2)c1	-8.6%	-11.6%	-10.3%	?	-7.1%	3.7%	16.8%[1.9 µM]	?
O=c1n(Cc2cc3c(cc2Cl)OCO3)c(=O)n2n1CC[C@H]1/C(=N\OCc3ccccc3)[C@H]3O[C@@H]3[C@@H](O)[C@@H]12	nt	nt	1.7%[17.4 µM]	-8.2%[11.6 µM]	-10.6%[11.5 µM]	-2.2%[17.5 µM]	24.4%[10 µM]	-4.3%[11.6 µM]
COc1ccc(Nc2nnc(-n3nc(C)cc3C)c3ccccc23)cc1	-3.7%[76.3 µM]	nt	nt	-27.7%	?	nt	nt	3.7%
CCOC(=O)/C(C#N)=C(\O)c1ccc(NC(=O)c2ccc([N+](=O)[O-])cc2)cc1	5.1%	nt	0.0%	-22.6%	?	-6.5%	-1.9%[10 µM]	1.8%
CCC(C)NC(=O)N[C@@H](Cc1ccccc1)C(=O)O (stereo partly drawn)	9.7%	-1.5%	-0.2%	-11.7%	-8.8%	1.3%	-37.6%	-3.5%
COC(=O)Cc1c(C)nc2nc(-c3ccco3)[nH]n2c1=O	-4.8%	2.3%	0.5%	-7.1%	3.1%	-1.8%	2.7%[1.9 µM]	-1.5%
O=[N+]([O-])c1ccc(N2CCNCC2)cc1Sc1nc2ccccc2[nH]1	4.3%	5.4%	-3.9%	-27.5%	?	3.2%	10.6%[10 µM]	7.8%

One compound at a time, as listed above. Order of screens: GAA glycogen, GAA inh, aGlu spleen mod, Tau fluor counter, Tau ThT inhib, aGal spleen mod, HTT ATP protect, Tau fibril FP
`O=C(Nc1ccc2c(c1)OCCO2)c1ccoc1` is listed as 1.5%, nt, -8.7%, -0.3%, -7.0%, -0.5%, 1.1%[10 µM], 3.2%
`O=c1n(Cc2cc3c(cc2Cl)OCO3)c(=O)n2n1CC[C@H]1/C(=N\OCc3ccccc3)[C@H]3O[C@@H]3[C@@H](O)[C@@H]12` is listed as nt, nt, 1.7%[17.4 µM], -8.2%[11.6 µM], -10.6%[11.5 µM], -2.2%[17.5 µM], 24.4%[10 µM], -4.3%[11.6 µM]
`CCOC(=O)/C(C#N)=C(\O)c1ccc(NC(=O)c2ccc([N+](=O)[O-])cc2)cc1` is listed as 5.1%, nt, 0.0%, -22.6%, ?, -6.5%, -1.9%[10 µM], 1.8%
`O=[N+]([O-])c1ccc(N2CCNCC2)cc1Sc1nc2ccccc2[nH]1` is listed as 4.3%, 5.4%, -3.9%, -27.5%, ?, 3.2%, 10.6%[10 µM], 7.8%

Next part
SMILES	GAA glycogen	GAA inh	aGlu spleen mod	Tau fluor counter	Tau ThT inhib	aGal spleen mod	HTT ATP protect	Tau fibril FP
Cc1ccc(N2C(=O)[C@@H]3CSC(c4ccc(F)cc4)N3C2=O)cc1 (stereo partly drawn)	?	nt	nt	-13.5%	-6.6%	nt	nt	5.5%
Cc1cc(NC(=O)c2ccc(Br)c([N+](=O)[O-])c2)no1	7.4%	3.4%	-13.3%	-8.0%	-2.1%	-9.0%	-24.4%	8.6%
CC(C)(C)C(=O)N1CCC(O)(CS(=O)(=O)c2ccc(Cl)c(Cl)c2)CC1	-2.2%	2.6%	2.7%	2.6%	1.9%	5.2%	-7.8%[10 µM]	-3.3%
CC(=O)Nc1ccc(NC2=C(Cl)C(=O)c3ccccc3C2=O)cc1	0.4%	-3.6%	-2.6%	2.24µM*[quencher]	2µM*	-0.7%	-170.2%[inhibitor]	10µM*
O=C(NCc1cccnc1)/C(=C/c1ccc(-c2cccc(C(F)(F)F)c2)o1)NC(=O)c1ccccc1	-15.0%	?	-15.1%	-15.7%	?	-6.9%	-59.9%[inhibitor]	5.9%
COC(=O)C(C(=O)NCC1CCCO1)C1CCCCCC1 (stereo not drawn)	3.9%	-7.4%	6.0%	-0.9%	-1.5%	5.2%	6.9%	6.1%
Cc1cc(S(=O)(=O)N(Cc2ccccc2F)C2CC2)ccc1-n1cnnn1	-5.7%	1.3%	5.2%	-24.5%	-14.5%	1.7%	7.9%[10 µM]	5.2%
O=S(=O)(Cc1ccccc1)NCC1CCCN(Cc2ccc(F)c(F)c2)C1 (stereo not drawn)	0.3%	-10.7%	1.6%	-14.9%	-8.3%	-1.6%	-1.0%[10 µM]	-1.0%
